ADAM10 inh = inhibits human ADAM10 | recombinant ADAM10, EDANS/DABCYL FRET peptide cleavage, 3 h | inhibition, % at 7 µM | 0.62% of 370,000 active | AID 720582;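 active = inhibition above a per-campaign cutoff equal to the mean of compounds falling between control-based bounds plus 3 SD, cut at about 20% in these data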;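 also: 0% = DMSO wells while the 100% control is not disclosed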
GC-B act = GC-B (human) receptor activation. 0.11% of 370,000 active. HEK293-GC-B cells, CNP EC30, cGMP TR-FRET; 0% at EC30 CNP, 100% saturating CNP. activation, % at 10 µM. P20594;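 active = activation at 10 µM reaching about 35% in either raw or pattern-adjusted values, limit read from the data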
rCAG binder = binds r(CAG) RNA repeats | r(CAG) RNA repeat, TO-PRO-1 dye displacement fluorescence | inhibition, % at 3 µM | 1.3% of 370,000 active;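 active = inhibition above the plate cutoff, the mean of all test compounds on that plate plus 3 SD, cut at about 35% in these data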;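 also: 0% = DMSO alone and 100% = 100 µM mitoxantrone as full dye displacement; higher means more dye released from RNA so lower well fluorescence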
GC-A act = GC-A (human) enzyme activation. AID 1671463. 0.14% of 370,000 active. P16066. activation, % at 10 µM. HEK293 GC-A cells, cGMP TR-FRET, EC30 ANP; 0% at EC30 ANP, 100% saturating ANP; in the data active = activation above about 40%
KLK7 zymogen act = activators of human kallikrein-7 zymogen | P49862 | purified proKLK7, EDANS-DABCYL substrate fluorescence; 100% is mature enzyme control, 0% vehicle | activation, % at 7 µM | 0.9% of 370,000 active;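 active = activation above the mean of all tested compounds plus 3 SD, computed per campaign excluding outliers beyond control limits, cut at about 13% in these data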
ASAP1 GAP inh = ASAP1 ArfGAP inhibition | inhibition, % at 16.5 µM | AID 624377 | 0.19% of 360,000 active | ASAP1-stimulated ARF1 GTP hydrolysis, GDP FP detection; in the data active = inhibition above about 25%;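 also: 0% = vehicle with enzyme and substrate and 100% = no enzyme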
ARFGAP1 inh = inhibitors of rat ARFGAP1; Q62848; Arfgap1-stimulated ARF1 GTP hydrolysis, GDP FP detection; 0.26% of 360,000 active; inhibition, % at 16.5 µM;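 active = inhibition above a per-plate limit, mean inhibition of low control wells plus 3 SD, cut at about 25% in these data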;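 also: 0% = DMSO wells with enzyme and 100% = wells lacking Arfgap1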
Target sequence (Q62848 1-136 limits assumed): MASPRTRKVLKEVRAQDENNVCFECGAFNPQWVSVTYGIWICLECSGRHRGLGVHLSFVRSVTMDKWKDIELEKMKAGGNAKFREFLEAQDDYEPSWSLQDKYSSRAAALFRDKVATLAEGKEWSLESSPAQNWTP
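material = rat Arfgap1 catalytic domain, aa 1-136 | also added = human ARF1(Δ1-17)-GTP substrate | compound dosing = one concentration, 16.5 µM, DMSO 1.26% | times = GTP hydrolysis reaction 2 h at 25 °C | measured by = FP, GDP Alexa 633 tracer displaced from anti-GDP antibody, 620/688 nm | evaluation = percent inhibition of Arfgap1-stimulated GTP hydrolysis | replication = single well per compound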
Tn6 DDE FP = disrupts Tn6 cyclic peptide binding to fibrin D-Dimer-E complex. AID 720509. inhibition, % at 8.3 µM. P02675. 0.21% of 370,000 active. Fibrin DD(E) TRITC-Tn6 fluorescence polarization displacement;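 active = inhibition above a per-campaign cutoff: mean of compounds within control limits plus 3 SD, cut at about 15% in these data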;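 also: 0% = median of all compound wells on the plate and 100% = blocking peptide control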
Target sequence (P02675 whole entry, looked up): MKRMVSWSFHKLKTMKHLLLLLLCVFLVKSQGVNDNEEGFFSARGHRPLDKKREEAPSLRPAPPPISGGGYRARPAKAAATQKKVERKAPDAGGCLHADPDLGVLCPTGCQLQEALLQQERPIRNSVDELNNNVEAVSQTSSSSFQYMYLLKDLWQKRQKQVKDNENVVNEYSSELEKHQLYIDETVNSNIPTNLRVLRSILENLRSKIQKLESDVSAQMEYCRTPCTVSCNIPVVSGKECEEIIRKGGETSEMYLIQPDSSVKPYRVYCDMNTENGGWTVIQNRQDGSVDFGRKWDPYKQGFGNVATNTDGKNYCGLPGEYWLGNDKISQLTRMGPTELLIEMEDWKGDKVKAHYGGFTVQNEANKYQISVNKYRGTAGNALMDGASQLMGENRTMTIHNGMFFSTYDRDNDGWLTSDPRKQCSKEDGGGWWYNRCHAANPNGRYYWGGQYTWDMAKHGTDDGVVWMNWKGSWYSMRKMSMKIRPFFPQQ
HGIII-sPLA2 inh = Blocks human group III sPLA2 activity; 0.56% of 370,000 active; AID 743126; QFRET BODIPY PC-A2 liposome hydrolysis, fluorescence; Q9NZ20; inhibition, % at 12.2 µM;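 active = inhibition above mean plus 3 SD of compounds lying within the high and low control bounds, cut at about 19% in these data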;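 also: 0% = median of test compound wells and 100% = no enzyme DMSO wells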
FXN GAA850 act = activators of GAA850 frataxin (FXN) promoter; HEK293 lucGAA850 FXN promoter luciferase reporter, 24 h; percent of 10 µM SAHA response; activation, % at 6 µM; 0.56% of 360,000 active; AID 540364;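 active = activation above the average of all compounds screened plus 3 SD, cutoff fixed separately per campaign, cut at about 7.5% in these data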;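 also: 0% = DMSO wells and 100% = 10 µM SAHA wells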
* hit, by the source's call.

Screening CC(=O)Nc1cccc(NC(=O)COC(=O)CO/N=C(\C)c2ccc3c(c2)OCO3)c1 returned ADAM10 inh 4, GC-B act -5, rCAG binder -4, GC-A act -2, KLK7 zymogen act -0.1, ASAP1 GAP inh 4, ARFGAP1 inh 8, Tn6 DDE FP -3, HGIII-sPLA2 inh 1 and FXN GAA850 act 1.3.
`COc1ccc(/C=C2\CCCC3C2=NC(=S)NC3c2ccc(OC)cc2)cc1` (stereo not drawn) gave ADAM10 inh 8, GC-B act 3, rCAG binder 3, GC-A act 6, KLK7 zymogen act -0.4, ASAP1 GAP inh -3, ARFGAP1 inh 4, Tn6 DDE FP -5, HGIII-sPLA2 inh -2 and FXN GAA850 act 1.0.
Screening CCN(CC(=O)Nc1c(F)cccc1F)C(=O)C1CCN(C(=O)c2ccc(F)cc2)CC1 returned ADAM10 inh -3, GC-B act -2, rCAG binder -3, GC-A act 0, KLK7 zymogen act 0.3, ASAP1 GAP inh -5, ARFGAP1 inh 5, Tn6 DDE FP 5, HGIII-sPLA2 inh 12 and FXN GAA850 act -0.7.
c1ccc(C(Nc2cccnc2)c2ccccc2)cc1 was read as ADAM10 inh -3, GC-B act 1, rCAG binder 2, GC-A act -4, KLK7 zymogen act -0.2, ASAP1 GAP inh -8, ARFGAP1 inh -9, Tn6 DDE FP 2, HGIII-sPLA2 inh 8 and FXN GAA850 act -2.8.
CCOc1ccc(N2C(=O)/C(=C/c3ccco3)N(C)C2=S)cc1 was read as ADAM10 inh 2, GC-B act 2, rCAG binder 10, GC-A act -1, KLK7 zymogen act -0.1, ASAP1 GAP inh -1, ARFGAP1 inh 10, Tn6 DDE FP 4, HGIII-sPLA2 inh -8 and FXN GAA850 act 1.9.
COc1ccc2sc(SCCCS(=O)(=O)O)[n+](CCCS(=O)(=O)[O-])c2c1 was read as ADAM10 inh -8, GC-B act 2, rCAG binder -1, GC-A act 1, KLK7 zymogen act -0.4, ASAP1 GAP inh 3, ARFGAP1 inh 0, Tn6 DDE FP -1, HGIII-sPLA2 inh 8 and FXN GAA850 act -1.5.
`Cc1ccc(CCS(=O)(=O)c2ccc(C(C)(C)C)cc2)cn1` gave ADAM10 inh -4, GC-B act 2, rCAG binder -8, GC-A act 0, KLK7 zymogen act -0.3, ASAP1 GAP inh 5, ARFGAP1 inh 5, Tn6 DDE FP -1, HGIII-sPLA2 inh -2 and FXN GAA850 act -0.1.
For CN1CCN(S(=O)(=O)c2ccc(Sc3nnnn3-c3ccccc3)c([N+](=O)[O-])c2)CC1 the results were ADAM10 inh 1, GC-B act 0, rCAG binder 6, GC-A act 0, KLK7 zymogen act -0.5, ASAP1 GAP inh 10, ARFGAP1 inh 1, Tn6 DDE FP 4, HGIII-sPLA2 inh -7 and FXN GAA850 act -10.
Cc1ccc(NC(=S)NCC(O)c2ccccc2)c(C)c1 (stereo not drawn) was read as ADAM10 inh 1, GC-B act -1, rCAG binder -1, GC-A act -7, KLK7 zymogen act -0.5, ASAP1 GAP inh 12, ARFGAP1 inh 10, Tn6 DDE FP -1, HGIII-sPLA2 inh 7 and FXN GAA850 act 0.2.
Screening Cc1cccc(CNC(=O)Nc2nnc([C@H]3C[C@H](O)[C@@H](CO)O3)s2)c1 returned ADAM10 inh -6, GC-B act 5, rCAG binder 1, GC-A act 0, KLK7 zymogen act -0.6, ASAP1 GAP inh 4, ARFGAP1 inh -4, Tn6 DDE FP 7, HGIII-sPLA2 inh 5 and FXN GAA850 act -0.9.
Screening N#Cc1c(SCC(=O)Nc2ccc(Cl)cc2Cl)sc2c(O)cc(=O)[nH]c12 returned ADAM10 inh 2, GC-B act -4, rCAG binder 44*, GC-A act 3, KLK7 zymogen act -1.3, ASAP1 GAP inh -10, ARFGAP1 inh 8, Tn6 DDE FP -8, HGIII-sPLA2 inh -8 and FXN GAA850 act 0.4.
For Cc1ccc(-c2noc(CN(C(=O)C34CC5CC(CC(C5)C3)C4)C(C)C)n2)cc1 the results were ADAM10 inh 3, GC-B act -2, rCAG binder 1, GC-A act -1, KLK7 zymogen act 0.6, ASAP1 GAP inh -15, ARFGAP1 inh 10, Tn6 DDE FP -7, HGIII-sPLA2 inh 5 and FXN GAA850 act 1.1.
COc1ccccc1C(=O)Nc1sc2c(c1C(=O)NCc1ccco1)CCCC2 was read as ADAM10 inh -15, GC-B act 1, rCAG binder 5, GC-A act 4, KLK7 zymogen act -1.6, ASAP1 GAP inh 3, ARFGAP1 inh 9, Tn6 DDE FP -6, HGIII-sPLA2 inh 4 and FXN GAA850 act 3.2.
`Cc1ccc2c(CC(=O)NCCc3ccc(S(N)(=O)=O)cc3)coc2c1` gave ADAM10 inh 13, GC-B act 0, rCAG binder 5, GC-A act 6, KLK7 zymogen act -0.3, ASAP1 GAP inh -3, ARFGAP1 inh -13, Tn6 DDE FP 2, HGIII-sPLA2 inh 1 and FXN GAA850 act 0.2.

Nothing new here: five of the compounds above.
Screening Cc1cccc(CNC(=O)Nc2nnc([C@H]3C[C@H](O)[C@@H](CO)O3)s2)c1 returned ADAM10 inh -6, GC-B act 5, rCAG binder 1, GC-A act 0, KLK7 zymogen act -0.6, ASAP1 GAP inh 4, ARFGAP1 inh -4, Tn6 DDE FP 7, HGIII-sPLA2 inh 5 and FXN GAA850 act -0.9.
Screening N#Cc1c(SCC(=O)Nc2ccc(Cl)cc2Cl)sc2c(O)cc(=O)[nH]c12 returned ADAM10 inh 2, GC-B act -4, rCAG binder 44*, GC-A act 3, KLK7 zymogen act -1.3, ASAP1 GAP inh -10, ARFGAP1 inh 8, Tn6 DDE FP -8, HGIII-sPLA2 inh -8 and FXN GAA850 act 0.4.
For Cc1ccc(-c2noc(CN(C(=O)C34CC5CC(CC(C5)C3)C4)C(C)C)n2)cc1 the results were ADAM10 inh 3, GC-B act -2, rCAG binder 1, GC-A act -1, KLK7 zymogen act 0.6, ASAP1 GAP inh -15, ARFGAP1 inh 10, Tn6 DDE FP -7, HGIII-sPLA2 inh 5 and FXN GAA850 act 1.1.
COc1ccccc1C(=O)Nc1sc2c(c1C(=O)NCc1ccco1)CCCC2 was read as ADAM10 inh -15, GC-B act 1, rCAG binder 5, GC-A act 4, KLK7 zymogen act -1.6, ASAP1 GAP inh 3, ARFGAP1 inh 9, Tn6 DDE FP -6, HGIII-sPLA2 inh 4 and FXN GAA850 act 3.2.
`Cc1ccc2c(CC(=O)NCCc3ccc(S(N)(=O)=O)cc3)coc2c1` gave ADAM10 inh 13, GC-B act 0, rCAG binder 5, GC-A act 6, KLK7 zymogen act -0.3, ASAP1 GAP inh -3, ARFGAP1 inh -13, Tn6 DDE FP 2, HGIII-sPLA2 inh 1 and FXN GAA850 act 0.2.

Screening results (PubChem BioAssay)
